# Screening data deposited in PubChem by National Center for Advancing Translational Sciences (NCATS).
# MmCpn inh: Inhibitors of TCP-1 ring complex (TRiC) of Methanococcus maripaludis (MmCpn): qHTS | 0.031% of 330,000 active | AID 504842, 2011 | Potency, µM (doses to about 76.9 µM), without a hit: at the highest dose activity, negative = inhibition, hits mostly inhibitors | purified Mm-Cpn ATPase, ADP Transcreener TR-FRET | Chaperonin Mm-Cpn (Methanococcus maripaludis); also: potency is read from the fitted curve at half-maximal effect; % is scaled to controls: 0 for no effect and ±100 for the full control effect; nearly all actives have a fitted effect of over 80% in size
#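 Inhibition of chaperonin ATP hydrolysis is measured as reduced ADP production, detected by competitive TR-FRET in which signal falls with ADP. Final enzyme 25 nM and ATP 10 uM, reacted 30 min at 37°C.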
# Nrf2 activator: qHTS of Nrf2 Activators. AREc32 ARE-luciferase reporter (MCF7-derived line), luminescence, 24 h. Potency, µM (highest dose often 46.1 µM), without a hit: at the top dose activation, most hits filed as activators. 0.31% of 410,000 active. AID 624171, 2012; also: potency is read from the fitted curve at half-maximal effect; % of control where 0% means no effect; nearly all actives have a fitted effect of over 65% in size
#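 ARE-driven firefly luciferase activity in AREc32 cells measured after a 24 hr compound exposure at 37 deg C, using Steady-Glo reagent and a 30 min room-temperature hold.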
# CCT modulator: High-Throughput Screening for Modulators of Cytosolic Chaperonin Activity; purified chaperonin ATPase assay, HTRF ADP detection, 30 min; activity change, % (test concentration not listed), hits read low; 0.3% of 360,000 active; AID 651819, 2012; in the data active = activity change below about -30%; also: % is scaled to controls: 0 for no effect and ±100 for the full control effect
#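 Nucleotide hydrolysis assay: TRiC at 20–40 nM final (set by batch activity) with 10 uM ATP, 30 min at 37 °C, in presence of 76 uM compound. Detection by competitive ADP HTRF, 30 min ambient.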
# A549 viability: Nrf2 qHTS screen for inhibitors: counterscreen for cytotoxicity; Potency, µM (series often up to 46 µM), inactives show at the highest dose activity change, negative = cytotoxicity, most hits filed as inhibitors; A549 ARE-Fluc cells, CellTiter-Fluor viability, 18-24 h; 0.16% of 390,000 active; also: potency is read from the fitted curve at half-maximal effect; % is scaled to controls: 0 for no effect and ±100 for the full control effect
#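 A549 ARE-Fluc cells in 5% FBS OPTI-MEM, 5000 cells/well, rested 2 h then exposed to compounds in concentration-response for 18-24 h at 37 °C. Viability by CellTiter-Fluor fluorescence (Ex 405/Em 525) after 30 min; luciferase luminescence (BugLite, 15 min, RT) read afterwards.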
# Nrf2 block: Nrf2 qHTS screen for inhibitors | 2.1% of 360,000 active | Potency, µM (top dose mostly 46 µM), without a hit: top-dose activity change, negative = inhibition, most hits filed as inhibitors | A549 ARE-Fluc reporter, luciferase luminescence, 18-24 h; also: potency is read from the fitted curve at half-maximal effect; % is scaled to controls: 0 for no effect and ±100 for the full control effect; nearly all actives have a fitted effect of over 60% in size
#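 In this cell-based qHTS, ARE-driven firefly luciferase in A549 cells reports Nrf2 activity; the luminescent signal after BugLite lysis is the measured value, with a prior CellTiter-Fluor read for cell health.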
# TGFb inhibitor: qHTS for Inhibitors of TGF-b. HepG2 CAGA-GFP TGF-b/SMAD3 reporter, GFP fluorescence, 18 h; TGF-beta stimulated, 500 pg/mL final. Potency, µM (titrated, usually from 46.1 µM), for inactives: top-dose activity, negative = inhibition, most hits filed as inhibitors. 1.2% of 410,000 active. AID 588855, 2011; also: potency is read from the fitted curve at half-maximal effect; % is scaled to controls: 0 for no effect and ±100 for the full control effect; nearly all actives have a fitted effect of over 65% in size
#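 Read-out: total well GFP (ex488/em500-530) summed from mean per-cell fluorescence. Cells: HEPG2 CAGA-GFP, 1% FBS DMEM, 18 h at 37 degrees C with 500 pg/mL final TGF-beta. Unstimulated wells served as the full-inhibition control; stimulated DMSO wells = 0%.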
# Abeta rescue: qHTS for compounds that reverse cellular toxicity of Amyloid beta (A-beta) peptide in yeast: Primary Screen | AID 1347071, 2019 | yeast expressing A-beta42, growth rescue, OD600, 48 h; response scale: 0% DMSO, 100% iron-clioquinol control | Potency, µM (titrated, usually from 46.1 µM), inactives show at the highest dose growth rescue, usual class: activators | 0.063% of 410,000 active; also: potency is read from the fitted curve at half-maximal effect; nearly all actives have a fitted effect of over 55% in size
#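 Yeast A-beta toxicity model in growth medium with pinned compounds, 48 h at 30 C; growth read as absorbance at 600 nm. Normalized to FeCl3/clioquinol equimolar mix (positive) and DMSO (negative).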
# pAkt inh: HTS Assay for Inhibitors of Akt Phophorylation: Primary Screen; Neuro2A IGF-stimulated pAkt S473 HTRF, 20 min; hits give low values; AID 651550, 2012; activity change, % for hits at 50 µM; 0.32% of 360,000 active; in the data active = activity change below about -80%; inconclusive = mostly about -51% to -80%; also: % is scaled to controls: 0 for no effect and ±100 for the full control effect
#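 Single-point screen (50 µM final compound) in Neuro2A cells stimulated 20 min with 6 nM IGF at 37 deg C. After lysis, Ser473-phosphorylated Akt read by HTRF (ex 330 nm, em 615/665 nm) as the 665/615 ratio.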
# HepG2 viability: qHTS for Inhibitors of TGF-b: Cytotox Counterscreen | 0.76% of 410,000 active | AID 588856, 2011 | Potency, µM (doses to about 46.1 µM), without a hit: top-dose activity change, negative = cytotoxicity, hits mostly cytotoxic | HepG2 CAGA-GFP viability, ATP luminescence, 18 h; also: potency is read from the fitted curve at half-maximal effect; some results filed as inactive show a strong effect at the top dose
#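 CellTiter-Glo luminescence gave cytotoxicity after 18 hours at 37 degrees C. The cells were HepG2 CAGA-GFP in 1% FBS DMEM, stimulated with 500 pg/mL TGF-beta after compound addition. %Activity was normalised to no-cell wells (complete cell-killing) and DMSO (no toxicity), and curves were fitted and classified.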
# The depositor's hits bear a star; i = inactive; ? = inconclusive; nt = not tested or not shown; [ ] = dose if it differs, or a comment. Unless noted, calls follow the shape of the dose curve; as a rule, active = well fitted curve in the direction sought with a large enough effect; inconclusive = small, poorly fitted or top-dose-only effect, or another doubt; inactive = no such curve, though single readings can be large; an effect the other way counts as inactive or inconclusive.
mol	MmCpn inh	Nrf2 activator	CCT modulator	A549 viability	Nrf2 block	TGFb inhibitor	Abeta rescue	pAkt inh	HepG2 viability
CC(Sc1nnc(C2CC2)n1C1CC1)C(=O)N(C)Cc1cccc(F)c1 (stereo unspecified)	3%	0.4%	0.0	12%	-8%	-7%	2%	i	-30%
COc1ccc(-c2ccc(-c3noc(-c4ccco4)n3)c(OC)n2)cc1	-5%	12%	0.2	-29%	?	2%	18%	i	-54%
CC1CN(S(=O)(=O)c2ccc(C(=O)OCc3ccc(C#N)cc3)cc2)CC(C)O1 (stereo unspecified)	-1%	0.2%	0.6	-4%	4%	-16%	-10%	i	-9%
COc1ccc(C2C3=C(CC(C)(C)CC3=O)Oc3ncn(Cc4ccco4)c(=N)c32)cc1 (stereo unspecified)	2%	9.0%	0.3	?	9.2µM*	-11%	-11%	i	-32%
NC(=O)c1ccc(-n2nnnc2SCC(=O)Nc2ccc(N3CCOCC3)c(Cl)c2)cc1	1%	0.9%	1.1	-3%	-21%	0%	1%	i	-58%
C=CCn1c(C)cc(C(=O)CSc2ccc(NC(C)=O)cc2)c1C	1%	0.1%	-1.9	-5%	?	0%	26%	i	26%
CCCc1[nH]nc2c1C1(C(=O)N(CC)c3ccccc31)C(C#N)=C(N)O2 (stereo unspecified)	0%	-0.1%	-0.3	-1%	nt	?	-16%	-110%*	-5%
CCn1c(N)c(C(=O)NCCCOC)sc1=S	0%	0.5%	-1.2	0%	-1%	6%	5%	i	6%
Cc1c(O)cc2n(c1=O)-c1ccc(Cl)cc1C2(C)C	-4%	0.1%	-4.1	-2%	-19%	1%	-4%	i	-75%
CCc1ccccc1NS(=O)(=O)c1ccc(SC)cc1	1%	-0.4%	0.7	12%	-15%	0%	-12%	i	22%
COc1ccc(N(C)S(=O)(=O)c2cccc(C(=O)NC3CCCCCC3)c2)cc1	-1%	2.4%	-1.9	-1%	?	-2%	-8%	i	-38%
C=C1C[C@@H]2C[C@@H]2CN(S(=O)(=O)c2ccc(C)cc2)[C@@H]1COCc1ccccc1	nt	-0.2%	-0.1	nt	nt	nt	-8%	i	nt
COc1ccc(CNC(=O)CSc2nnc(C(F)(F)F)n2C)cc1	1%	0.0%	-3.3	5%	0%	?	-5%	i	1%
S=C1CCSc2ccc(Cl)cc2N1	-3%	-0.4%	1.2	-2%	-1%	14%	19%	i	-18%
NC(=O)Nc1ccc(C(=O)OCC(=O)N2CCc3ccccc3C2)cc1	-1%	-1.3%	-0.4	1%	5%	13%	-12%	i	-2%
O=C(CCCC(=O)N(CC(=O)NC1CCCC1)Cc1ccc2c(c1)OCO2)Nc1ccccn1	2%	-0.9%	-1.0	-7%	5%	8%	2%	i	-2%
Cc1ccccc1Nc1nc(N)nc(CSc2nnc(-c3ccccc3)n2C)n1	1%	0.5%	0.8	-6%	-8%	8%	6%	i	-3%
C[C@@H]1CN([C@H](C)CO)C(=O)Cc2cc(NS(=O)(=O)c3cn(C)cn3)ccc2O[C@H]1CN(C)S(=O)(=O)c1ccc(Cl)cc1	2%	1.4%	1.4	10%	24%	-3%	-1%	i	-20%
CCOC(=O)C1CCN(C(=O)Nc2ccc3nccnc3c2)CC1	-3%	-0.8%	-1.3	-3%	nt	-1%	10%	i	-6%
O=C(c1ccco1)N1N=C(c2ccc(Br)cc2)CC1(O)C(F)(F)F (stereo unspecified)	-11%	3.9%	-0.4	-5%	?	7.9µM*	-3%	i	-41%
COc1cccc(C2CC(c3ccc(C)cc3)n3ncnc3N2)c1 (stereo unspecified)	2%	-0.1%	-1.5	-9%	-14%	-8%	30%	i	-43%
CCc1ccc2nc(N3CCN(C(=O)C4CC4)CC3)sc2c1	nt	-0.2%	nt	-7%	nt	-5%	-8%	nt	-28%
CNc1nc(OCC(F)(F)F)nc(OCC(F)(F)F)n1	nt	0.5%	-2.1	1%	-8%	3%	-19%	i	4%
O=C(O)c1cc(S(=O)(=O)N2CCN(C(=O)c3ccco3)CC2)c(Cl)cc1Cl	2%	-0.3%	1.8	-2%	3%	0%	-3%	i	2%
[O-][n+]1c2c(nn1-c1ccccc1Cl)-c1nonc1CC2	0%	0.3%	-26	-4%	2%	-1%	18%	i	-42%
Cc1cnc(C(=O)OC(C(=O)Nc2cc(C(F)(F)F)ccc2Cl)c2ccccc2)cn1 (stereo unspecified)	?	4.6%	-0.3	13%	2%	13%	?	i	-15%
Cc1cc(C)cc(C(=O)NCCn2cc(SCC(=O)N3CCOCC3)c3ccccc32)c1	2%	1.9%	-32*	11%	?	-14%	1%	i	-32%
O=C(CSc1ccccc1)N1CCCC(Nc2ccccc2)C1 (stereo unspecified)	1%	0.1%	0.8	3%	2%	-9%	20%	i	-12%
COc1ccccc1/C=C\C=N\n1c(-c2ccc(Cl)cc2)n[nH]c1=S	1%	0.9%	0.2	1%	5%	0%	4%	i	-21%
CC1(C)CNC(=O)CC(C)(C)N1	0%	-0.1%	-1.2	3%	10%	2%	-4%	i	1%
COc1ccc(S(=O)(=O)N2CCC(n3c(C)nc4cccnc43)CC2)cc1Cl	nt	6.5%	nt	?	?	-2%	-53%[inhibitor]	nt	-25%
O=C(N/N=C/c1ccc(OCc2ccc(F)cc2)cc1)c1ccccc1	3%	7.0%	-1.2	?	?	-29%	9%	i	-11%
CC(C)NS(=O)(=O)c1ccc2c(c1)NCC2	0%	-0.4%	-0.8	0%	6%	-10%	18%	i	-1%
Cc1c(Cl)cccc1NC(=O)CSc1cc(-c2ccccc2)ncn1	nt	-0.6%	nt	-1%	4%	?	-8%	nt	-12%
CC(C)NC(=O)CSc1ccccc1C(=O)N1CCN(S(=O)(=O)Cc2ccccc2)CC1	-2%	0.2%	-0.1	0%	-6%	0%	-7%	i	12%
CC(C)COc1ccc(C(=O)OCC(=O)NCc2cccs2)cc1	0%	-0.6%	0.9	-1%	1%	?	26%	i	-1%
CCOC(=O)[C@]12CCCC=C1N(Cc1cccc3ccccc13)C(=O)[C@H](CC(=O)NCC13CC4CC(CC(C4)C1)C3)C2	nt	-0.9%	-1.6	nt	nt	nt	2%	i	nt
COc1ccc(N2CCN(C(=O)c3cc(C)on3)CC2)cc1	-1%	-0.2%	0.0	3%	3%	0%	2%	i	-1%
CCC(C)c1ccccc1OCCn1ccnc1 (stereo unspecified)	-3%	-0.2%	1.0	5%	2%	0%	6%	i	16%
CCN(C(=O)CSc1nnc(C)c(=O)[nH]1)c1cccc2ccccc12	3%	-1.2%	0.8	4%	15%	5%	-1%	i	8%
CCOC(=O)c1sc(=S)n(-c2ccc(C)cc2)c1SC	3%	-0.3%	-3.1	2%	11%	-3%	8%	i	0%
COc1cc(/C=N/NC(=O)c2cc3ccccc3cc2O)ccc1OCCN1CCCCC1	-2%	3.9%	3.4	10%	6%	-5%	21%	i	-10%
CN(C)S(=O)(=O)c1ccc(C(=O)OCC(=O)c2ccc3c(c2)NC(=O)CO3)cc1	-3%	0.0%	-7.9	-2%	-3%	-10%	-1%	i	2%
COc1ccccc1N(CC(=O)Nc1ccc(Cc2ccncc2)cc1)S(=O)(=O)c1ccccc1	2%	1.0%	-1.5	-13%	?	-5%	9%	i	-2%
CCN(CC)S(=O)(=O)c1ccc2c(c1)N(CC(=O)Nc1cccc(C#N)c1)C(=O)CO2	nt	3.5%	nt	-8%	-2%	nt	-9%	nt	-1%
Cc1nn(CC(=O)NC(=O)NC2CCCCC2C)c(=O)c(C#N)c1C (stereo unspecified)	-1%	-0.4%	-11	-4%	13%	19%	3%	i	26%
Cc1ccc(S(=O)(=O)N2CCN(S(=O)(=O)c3c(C)n[nH]c3C)CC2)cc1C	0%	-0.1%	-2.1	0%	-2%	13%	5%	i	5%
Cc1ccc(-c2nc(COC(=O)C3=NN(c4ccccc4)C(=O)CC3)cs2)cc1	-4%	0.7%	-0.7	0%	18%	0%	5%	i	-1%
O=C1C(Cc2ccc3[nH]ccc3c2)NC(=S)N1c1ccccc1 (stereo unspecified)	-29%	1.4%	-1.9	1%	7%	29%	13%	i	29%
O=C(Nc1ccc2ncccc2c1)c1cccc(Br)c1	1%	12%	-0.7	-8%	?	-2%	10%	i	8%
Cc1nnc(SCC(=O)Nc2ccccc2F)n1Cc1ccco1	1%	0.5%	-1.8	0%	-4%	-2%	11%	i	1%

# 2 consecutive entries out of the list so far, quoted:
mol	MmCpn inh	Nrf2 activator	CCT modulator	A549 viability	Nrf2 block	TGFb inhibitor	Abeta rescue	pAkt inh	HepG2 viability
O=C(Nc1ccc2ncccc2c1)c1cccc(Br)c1	1%	12%	-0.7	-8%	?	-2%	10%	i	8%
Cc1nnc(SCC(=O)Nc2ccccc2F)n1Cc1ccco1	1%	0.5%	-1.8	0%	-4%	-2%	11%	i	1%
